Artemis inh – Artemis endonuclease inhibitors, primary screen, biochemical, fluorescence intensity, FAM/BHQ-1 hairpin substrate | inhibition, % at 10 µM | recombinant Artemis, quenched FAM hairpin cleavage fluorescence | actives 0.78% (n = 30,000);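 active = at 10 µM dose, at least 30% inhibition, measured as corrected fluorescence normalized to stimulator and neutral control wells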
Target sequence (Q96SD1 whole entry, looked up): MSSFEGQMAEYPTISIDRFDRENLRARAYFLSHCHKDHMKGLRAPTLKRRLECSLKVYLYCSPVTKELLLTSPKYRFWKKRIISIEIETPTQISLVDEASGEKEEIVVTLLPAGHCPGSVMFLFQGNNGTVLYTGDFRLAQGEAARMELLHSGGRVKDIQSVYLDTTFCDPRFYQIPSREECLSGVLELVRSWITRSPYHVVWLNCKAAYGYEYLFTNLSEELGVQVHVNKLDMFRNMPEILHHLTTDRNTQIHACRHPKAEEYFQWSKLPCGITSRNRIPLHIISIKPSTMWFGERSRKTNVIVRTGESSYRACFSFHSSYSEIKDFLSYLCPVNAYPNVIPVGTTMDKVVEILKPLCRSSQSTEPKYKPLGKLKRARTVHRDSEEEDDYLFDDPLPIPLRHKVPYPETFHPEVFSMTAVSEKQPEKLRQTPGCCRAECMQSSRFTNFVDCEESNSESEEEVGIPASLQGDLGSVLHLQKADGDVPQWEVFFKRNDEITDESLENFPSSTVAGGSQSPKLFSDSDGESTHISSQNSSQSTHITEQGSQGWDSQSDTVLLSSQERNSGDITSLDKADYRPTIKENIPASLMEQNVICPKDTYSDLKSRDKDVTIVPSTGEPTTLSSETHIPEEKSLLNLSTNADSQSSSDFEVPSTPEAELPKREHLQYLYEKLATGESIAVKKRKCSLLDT
An asterisk follows results filed as active.

Preview:
SMILES	Artemis inh
Cc1cc(NC(=O)C2C3C(=O)N(Cc4ccc(Cl)cc4)C(C(=O)NCc4ccccc4)C34C=CC2(C)O4)no1 (configuration not stated)	0
COc1cc(S(=O)(=O)N2CCN(c3ccccc3F)CC2)c(OC)cc1Cl	-2
Cn1cccc1/C=N/n1c(-c2ccc(Cl)cc2Cl)n[nH]c1=S	6
O=C(NCCCc1ccccc1)c1ccccc1	-4

The listing (from the top)
SMILES	Artemis inh
Cc1cc(NC(=O)C2C3C(=O)N(Cc4ccc(Cl)cc4)C(C(=O)NCc4ccccc4)C34C=CC2(C)O4)no1 (configuration not stated)	0
COc1cc(S(=O)(=O)N2CCN(c3ccccc3F)CC2)c(OC)cc1Cl	-2
Cn1cccc1/C=N/n1c(-c2ccc(Cl)cc2Cl)n[nH]c1=S	6
O=C(NCCCc1ccccc1)c1ccccc1	-4
CCCOc1cc(CN2CCCCC2)cc(C(C)=O)c1	-4
CC(=O)Nc1nc(C=C(Cl)Cl)cs1	6
COc1cc(OC)c(OC)cc1/C=N/N(C)c1ccccc1	-2
Cc1cccc2nc(CSCc3ccco3)cn12	2
CCC(C)n1c(SCC(=O)NCc2ccco2)nnc1-c1cccc(S(=O)(=O)N2CCOCC2)c1 (configuration not stated)	10
O=C(CN1C(=O)CCC1=O)Nc1ccc2c3c(cccc13)CC2	7
COc1ccc(/C(O)=C2/C(=O)C(=O)N(CC3CCCO3)C2c2ccc(OC)c(OC)c2)cc1 (configuration not stated)	-6
CCC(CC)NC(=O)c1ccccc1Oc1ccccc1	-1
CCCC(=O)Nc1nc2ccc3nc(C)sc3c2s1	2
COc1ccc(OC)c(NC(=O)CNC(=O)Cn2cnc3ccccc3c2=O)c1	-2
CC(C)NC(=O)c1ccccc1-c1nc(-c2ccccc2Cl)no1	-8
COC(=O)/C(=C\Nc1ccccc1)NC(=O)c1ccc(Cl)cc1Cl	4
CCC(=O)Nc1nc2ccccc2n1CCN(C)C	0
COc1cc(/C=N\NC(=O)C2C(=O)NCC2c2ccccc2)cc(OC)c1O (configuration not stated)	2
CCCNC(=O)C(=O)Nc1ccc(N(C)C)cc1	2
CC(C)C(=O)N1CCN(C2=NS(=O)(=O)c3ccccc32)CC1	6
Cc1cccc(-n2c(Cn3nc(C)c([N+](=O)[O-])c3C)n[nH]c2=S)c1	1
CCOc1ccccc1NC(=O)N1CCCC1C(=O)Nc1ccc(-n2cnnn2)c(C)c1 (configuration not stated)	-2
Cc1ccc(Sc2cc(N3CCOCC3)nc(-c3ccccc3)n2)cc1	7
CCN(CC)c1nc2ccccc2c(N)c1-c1ccccc1	-3
Cc1nc2sc3c(c2c(=O)o1)CCCC3	8
Cc1ccc(SCCNS(C)(=O)=O)cc1	-5
Cn1cnc(S(=O)(=O)N2CCc3ccccc32)c1	-7
Cc1cc(C)cc(Nc2ncc3c(n2)CCCC3=O)c1	0
CCOC(=O)c1ccc(N2C(=O)C3C(C2=O)C(C(=O)c2ccc(Cl)cc2)N2CCCC32)cc1 (configuration not stated)	18
Cc1[nH]c(=O)[nH]c(=O)c1S(=O)(=O)N1CCN(c2cccc(Cl)c2)CC1	7
CC(=O)c1ccccc1OCCCN1CCCCC1	6
CCOc1ccc(C(=O)Nc2ccc(S(=O)(=O)N3CCOCC3)cc2)cc1OCC	-1
Cc1ccc(S(=O)(=O)Nc2ccc3c(c2)nc(CN2CCCC2)n3C)cc1	2
COc1ccc(CN2C(=O)[C@@H]3C(c4ccc(F)cc4)=NO[C@@H]3C2=O)cc1	6
CC(C)CN(CC(C)C)S(=O)(=O)c1cc([N+](=O)[O-])ccc1N1CCCCCC1	16
CCOC(=O)N1CCN(C(=O)c2ccc3nc(C)sc3c2)CC1	-6
COc1ccc(C2C(C(=O)N3CCOCC3)CCC(=O)N2c2ccc(OC)cc2)cc1 (configuration not stated)	-1
O=C(c1cccs1)N1CCn2c1nc1ccccc12	-8
Cc1ccc(C2NC(=O)Cc3ccccc32)cc1 (configuration not stated)	0
CSc1ccccc1NC(=O)CSCc1ccccc1Br	1
CCn1cc(C(=O)NCc2ccccn2)c(=O)c2cc(F)c(N3CCN(C)CC3)cc21	-7
O=C1/C(=C\Nc2ccc(Cl)cc2)CCN1c1ncccn1	4
CC(=O)C1=NN(c2ccccc2)C2(S1)S/C(=C\c1ccccc1)C(=O)N2c1ccccc1 (configuration not stated)	8
Cc1ccc(SCC(=O)c2sc(-c3ccccc3)nc2C)cc1	7
COc1ccccc1NC(=O)COc1ccc(CO)cc1Cl	-1
COC(=O)c1cc2nc(-c3ccc(OC)cc3)cc(C(F)(F)F)n2n1	-3
CCC(CC)C(=O)Nc1nc(-c2ccc3c(c2)CCN3C(=O)C2CC2)c(C)s1	9
COC(=O)Nc1nnc(CC(=O)Nc2ccccc2C)s1	-3
O=C(Oc1cc2oc(=O)cc(-c3ccccc3)c2cc1Cl)C1CCCCC1	23
COc1cccc(C(=O)Nc2nc3c(c(=O)[nH]2)CCCC3)c1	-4

Another view of some results above.
smiles | Artemis inh
CC(C)NC(=O)c1ccccc1-c1nc(-c2ccccc2Cl)no1 | -8
COC(=O)/C(=C\Nc1ccccc1)NC(=O)c1ccc(Cl)cc1Cl | 4
CCC(=O)Nc1nc2ccccc2n1CCN(C)C | 0
COc1cc(/C=N\NC(=O)C2C(=O)NCC2c2ccccc2)cc(OC)c1O (configuration not stated) | 2
CCCNC(=O)C(=O)Nc1ccc(N(C)C)cc1 | 2
CC(C)C(=O)N1CCN(C2=NS(=O)(=O)c3ccccc32)CC1 | 6
Cc1cccc(-n2c(Cn3nc(C)c([N+](=O)[O-])c3C)n[nH]c2=S)c1 | 1
CCOc1ccccc1NC(=O)N1CCCC1C(=O)Nc1ccc(-n2cnnn2)c(C)c1 (configuration not stated) | -2
Cc1ccc(Sc2cc(N3CCOCC3)nc(-c3ccccc3)n2)cc1 | 7
CCN(CC)c1nc2ccccc2c(N)c1-c1ccccc1 | -3
Cc1nc2sc3c(c2c(=O)o1)CCCC3 | 8
Cc1ccc(SCCNS(C)(=O)=O)cc1 | -5
Cn1cnc(S(=O)(=O)N2CCc3ccccc32)c1 | -7
Cc1cc(C)cc(Nc2ncc3c(n2)CCCC3=O)c1 | 0
CCOC(=O)c1ccc(N2C(=O)C3C(C2=O)C(C(=O)c2ccc(Cl)cc2)N2CCCC32)cc1 (configuration not stated) | 18
Cc1[nH]c(=O)[nH]c(=O)c1S(=O)(=O)N1CCN(c2cccc(Cl)c2)CC1 | 7
CC(=O)c1ccccc1OCCCN1CCCCC1 | 6
CCOc1ccc(C(=O)Nc2ccc(S(=O)(=O)N3CCOCC3)cc2)cc1OCC | -1
Cc1ccc(S(=O)(=O)Nc2ccc3c(c2)nc(CN2CCCC2)n3C)cc1 | 2
COc1ccc(CN2C(=O)[C@@H]3C(c4ccc(F)cc4)=NO[C@@H]3C2=O)cc1 | 6
CC(C)CN(CC(C)C)S(=O)(=O)c1cc([N+](=O)[O-])ccc1N1CCCCCC1 | 16
CCOC(=O)N1CCN(C(=O)c2ccc3nc(C)sc3c2)CC1 | -6
COc1ccc(C2C(C(=O)N3CCOCC3)CCC(=O)N2c2ccc(OC)cc2)cc1 (configuration not stated) | -1
O=C(c1cccs1)N1CCn2c1nc1ccccc12 | -8
Cc1ccc(C2NC(=O)Cc3ccccc32)cc1 (configuration not stated) | 0
CSc1ccccc1NC(=O)CSCc1ccccc1Br | 1
CCn1cc(C(=O)NCc2ccccn2)c(=O)c2cc(F)c(N3CCN(C)CC3)cc21 | -7
O=C1/C(=C\Nc2ccc(Cl)cc2)CCN1c1ncccn1 | 4
CC(=O)C1=NN(c2ccccc2)C2(S1)S/C(=C\c1ccccc1)C(=O)N2c1ccccc1 (configuration not stated) | 8
Cc1ccc(SCC(=O)c2sc(-c3ccccc3)nc2C)cc1 | 7
COc1ccccc1NC(=O)COc1ccc(CO)cc1Cl | -1
COC(=O)c1cc2nc(-c3ccc(OC)cc3)cc(C(F)(F)F)n2n1 | -3
CCC(CC)C(=O)Nc1nc(-c2ccc3c(c2)CCN3C(=O)C2CC2)c(C)s1 | 9

Going on with the list:
SMILES	Artemis inh
O=C(NCc1ccco1)C1CCCN(S(=O)(=O)c2cccc3nsnc23)C1 (configuration not stated)	4
COc1cccc(C(O)CC(N)=O)c1 (configuration not stated)	-9
Cc1ccc(CC(=O)Nc2nc3c(s2)CCCC3)cc1	12
O=C(Nc1c(F)cccc1F)c1ccc(-n2cncn2)nc1	-5
Nc1c(C(=O)Nc2nccs2)sc2nc(-c3cccs3)cc(C(F)(F)F)c12	-2
Cc1ccc(NC(NC(=O)c2cccs2)C(Cl)(Cl)Cl)cc1 (configuration not stated)	7
Cc1noc(C)c1CSc1ncnc2sc(C)c(C)c12	3
O=C(Nc1ccccc1)Nc1nncs1	-7
N#Cc1c(SCc2ccc(Cl)cc2)sc(C(=O)c2ccccc2)c1N	16
O=C(N/N=C/c1c[nH]c2ccccc12)c1ccn(Cc2ccc(Cl)cc2Cl)n1	13
O=C(CSc1nc2ccccc2c(=O)n1-c1ccccc1)NCc1ccco1	-8
Cc1ccc(C)c(OCC(=O)Nn2c(C)nc3ccccc3c2=O)c1	6
Cc1occc(=O)c1OC(=O)Nc1ccccc1	0
CCOC(=O)COc1cc(Br)c(/C=N/Nc2ccccc2)cc1OC	0
CC(=O)N1CCN(c2ccc(NC(=O)c3cccc(OCc4ccccc4)c3)cc2)CC1	-8
O=C(Nc1ccc2c(c1)OCCO2)c1ccc(CN2CCOCC2)cc1	-2
C=CCn1c2ccccc2c2nnc(SCC(=O)Nc3c(C)n(C)n(-c4ccccc4)c3=O)nc21	1
COc1ccc2nc(C)cc(C(=O)O)c2c1	1
CC(n1cnnn1)C12CC3CC(CC(C3)C1)C2 (configuration not stated)	-4
Cc1cccc(/N=C/c2c(O)c3ccccc3oc2=O)n1	5
CC1=CC(c2ccc(Cl)cc2)n2nc(NC(=O)c3ccccc3)nc2N1 (configuration not stated)	11
CCN(C(=O)CCc1nc(-c2ccccc2F)no1)c1cc(OC)ccc1OC	-1
CCOC(=O)N1CCN(c2ccc(C(=O)CC)cc2F)CC1	1
Cc1cc(=O)n(CCCO)c(O)c1C#N	-5
CC(=O)c1noc(C)c1C(=O)Nc1nccs1	-7
COc1ccccc1Nc1nc2c(s1)CCC2	15
O=C(Nc1ccc2c(c1)CCC2)c1cc2ccccc2o1	6
CCc1cc2c3c(c(=O)oc2cc1O)CCCC3	8
S=C(Nc1cccc2ccccc12)NN1CCOCC1	-2
O=C(CC1COc2ccccc2O1)NCCc1ccccc1 (configuration not stated)	-6
O=C1CCCC(O)=C1C1NCCc2ccccc21 (configuration not stated)	0
Cc1ccc(/C=N/NC(=O)C2=NNC(c3ccccc3)(c3ccccc3)C2)c(O)c1	29
CSc1nc(-c2ccccc2)nn1C(=O)c1ccc(Cl)cc1	10
CCCCOc1ccc(C(=O)N2CCCCCC2)cc1	6
CN1C(=O)C(CC(=O)Nc2ccc3c(c2)Cc2ccccc2-3)N(C)C1=O (configuration not stated)	-7
CCc1ccc(OCCCC(=O)Nc2ccc(N3CCCCC3)cc2)cc1	-4
Cc1ccc(S(=O)(=O)Nc2ccccc2-c2ccccc2NS(=O)(=O)c2ccc(C)cc2)cc1	15
O=C(COC(=O)CCC(=O)c1ccc(F)cc1)Nc1ccc(N2CCOCC2)cc1	7
CCCCn1c(=N)n(CC(=O)C(C)(C)C)c2ccccc21	0
Cc1ccc(NC(=O)CCc2ccc(S(=O)(=O)NC3CCCCC3)cc2)cc1	-4
O=C(Cn1cnc2ccccc21)OCC(=O)N1CCCc2ccccc21	1
COC(=O)C1=C(CN2CCSCC2)NC(=O)NC1c1cc(C)ccc1C (configuration not stated)	-3
Cc1onc(-c2ccccc2)c1C(=O)Nc1nnc(COc2ccc(Cl)cc2)s1	17
CCOC(=O)Nc1nnc(-c2ccc(OC)c(OC)c2)s1	3
Cc1cc(C(F)(F)F)c2c(=O)[nH]c(=O)n(Cc3ccccc3)c2n1	-1
O=C(O)C(Cc1ccccc1)n1cccc1 (configuration not stated)	-1
C=CCSC(=C(C#N)C#N)c1cc2c([nH]1)CCCC2	14
Cc1cc2c(=O)n(CC(=O)N3CCN(c4ccccc4)CC3)cnc2s1	-5
CCCCCC1CC(=O)N(Cc2ccccc2)C(=O)N1 (configuration not stated)	-6
CCOC(=O)c1cnc2ccc(Cl)cc2c1NCCN(C)C	-3

Other compounds follow.
SMILES	Artemis inh
CCOC(=O)c1c(C)nc2c(c1-c1ccccc1)C(=O)CC(C)(C)C2	1
CCOC(=O)c1cnc(SCC(=O)Nc2cc(C(F)(F)F)ccc2N2CCOCC2)nc1N	8
COC(=O)c1ccc(Cl)c(NC(=O)CN2CCN(Cc3ccccc3)CC2)c1	2
Cc1nc(CCNC(=O)Cc2ccccc2)cs1	-8
COc1cc2c(cc1OC)C(c1ccc(N(C)C)cc1)CC(=O)N2 (configuration not stated)	0
COc1ccc(-c2cc(C(=O)n3cnc4ccccc43)c3ccccc3n2)cc1	1
O=C(CN1CCN(CC(=O)c2ccc(F)cc2)CC1)Nc1ccccc1Cl	-5
Clc1ccc(-c2nnc3n2CCCCC3)cc1	2
CCCN(Cc1cc2cccc(C)c2[nH]c1=O)C(=O)c1cccc(OC)c1	6

Screening data as filed in PubChem.

Some of the compounds tested. The share of hits here may be higher or lower than overall.
